High-throughput results from PubChem BioAssay.
SUMO Mot1 rescue: inhibitors of SUMOylation pathway: yeast Mot1-301 growth rescue | S. cerevisiae Mot1-301 growth rescue, ATP luminescence, 38.5C; percent above DMSO median, 100 means doubled | actives 1% (n = 320,000) | growth rescue, % at 18.8 µM;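 active = every valid replicate shows activation above 250% relative to neutral control wells; inactive = the rest, any valid replicate at or below 250%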;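 also: OY570 slx delta 5 strain wells were the positive control but not used for scaling; some compounds called inactive have numbers as strong as hits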
PfHsp90 set2: inhibits growth of yeast expressing Plasmodium falciparum Hsp90; S. cerevisiae expressing PfHsp90, BacTiter-Glo ATP, 48 h; yeast lacking PDR1 and PDR3 efflux regulators; inhibition, % at 9.4 µM; actives 0.32% (n = 310,000);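 active = every replicate shows inhibition above about 80%, whatever the replicate mean, limit read from the data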;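 also: 0% = DMSO neutral controls and 100% = 20 µM radicicol positive controls; yeast relying on Plasmodium falciparum Hsp90 in place of its own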
PKA-R1A activ: activators of PKA-R1A complex; PKA-R1A dissociation, Cy5-IP20 fluorescence polarization; scaled: DMSO 0%, 113 µM cGMP 100%; activation, % at 11.4 µM; actives 0.083% (n = 340,000); AID 504707;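 active = percent activation above the mean of all tested compounds plus 3 SD, cut at about 19% in these data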;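 also: higher means more PKAc released from R1A so a rise in polarization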
E coli growth: bacterial growth inhibition, counter-screen for AddAB inhibitors; E. coli V3065 growth, OD600 absorbance, 18 h; inhibition, % at 11.9 µM; actives 0.27% (n = 330,000); AID 449728;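 active = inhibition above the campaign's mean inhibition across all tested compounds plus 3 SD, cut at about 9.9% in these data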;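 also: uninfected addAB+ strain grown without phage in ampicillin broth; 0% = DMSO wells and 100% = ciprofloxacin 0.95 µg/ml wells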
Pemphigus Ab inh: human desmoglein-3 autoantibody binding inhibition | P32926 | DSG3-coupled beads, scFv-anti-DSG3-GFP binding, flow cytometry; active compounds read low | binding (percent of control), % at 10 µM | actives 0.48% (n = 310,000);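 active = binding more than 3 SD below its plate's average and above zero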;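 also: hits lower antibody fragment binding to DSG3; some compounds called inactive have numbers as strong as hits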
Target sequence (P32926 whole entry, looked up, the tested form may be a part): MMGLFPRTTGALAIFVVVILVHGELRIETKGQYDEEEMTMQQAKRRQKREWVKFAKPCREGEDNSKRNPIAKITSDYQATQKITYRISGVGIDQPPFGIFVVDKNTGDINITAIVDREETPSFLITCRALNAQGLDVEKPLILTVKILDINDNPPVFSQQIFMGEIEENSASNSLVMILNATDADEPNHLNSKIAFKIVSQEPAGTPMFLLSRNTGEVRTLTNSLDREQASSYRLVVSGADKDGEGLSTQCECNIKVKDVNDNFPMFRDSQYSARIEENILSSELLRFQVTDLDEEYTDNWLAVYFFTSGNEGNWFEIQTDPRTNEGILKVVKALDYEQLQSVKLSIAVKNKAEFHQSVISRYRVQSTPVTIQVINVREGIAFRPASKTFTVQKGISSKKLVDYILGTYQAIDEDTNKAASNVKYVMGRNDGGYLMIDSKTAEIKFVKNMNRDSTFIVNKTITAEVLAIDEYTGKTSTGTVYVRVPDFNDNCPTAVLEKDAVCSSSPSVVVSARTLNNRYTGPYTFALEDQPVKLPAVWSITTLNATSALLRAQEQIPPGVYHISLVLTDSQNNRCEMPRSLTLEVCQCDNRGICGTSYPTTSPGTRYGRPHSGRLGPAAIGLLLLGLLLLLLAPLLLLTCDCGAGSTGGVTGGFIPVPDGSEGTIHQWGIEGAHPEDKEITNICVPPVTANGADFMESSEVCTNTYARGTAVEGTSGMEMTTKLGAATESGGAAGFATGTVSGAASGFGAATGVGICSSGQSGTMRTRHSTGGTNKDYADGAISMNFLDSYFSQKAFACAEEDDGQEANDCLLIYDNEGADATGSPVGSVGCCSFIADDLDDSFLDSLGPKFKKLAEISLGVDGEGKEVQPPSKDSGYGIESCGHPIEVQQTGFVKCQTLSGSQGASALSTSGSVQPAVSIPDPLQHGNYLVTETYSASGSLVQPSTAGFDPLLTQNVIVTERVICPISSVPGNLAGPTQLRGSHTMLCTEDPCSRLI
MOR-DOR inv ag: inverse agonists of human mu-delta opioid receptor heterodimerization; P35372+P41143; inhibition, % at 9.3 µM; cell-based MOR-DOR heterodimer luminescence, inverse agonism; AID 504357; actives 0.21% (n = 340,000); in the data active = inhibition above about 22%, passing the limit was not always enough;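 also: 0% = cells with DMSO and 100% = wells without cells with DMSO; values of inactives mirror those of a sister screen read the other way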
AddAB inh: less growth of phage-infected E. coli with AddAB. E. coli expressing H. pylori AddAB, absorbance growth. inhibition, % at 11.9 µM. actives 0.29% (n = 330,000); in the data active = inhibition above about 12%;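 also: 0% = vehicle wells of infected cells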
MOR-DOR ag: OPRM1-OPRD1 heterodimerization agonism. P35372+P41143. cells, luminescence. AID 504326. activation, % at 9.3 µM. actives 0.3% (n = 340,000); in the data active = activation above about 18%;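 also: 0% = vehicle-treated cells and 100% = reference agonist; values of inactives mirror those of a sister screen read the other way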
Arr AP2 block: inhibitors of human beta-arrestin and AP2 interaction; actives 0.31% (n = 340,000); FITC-arrestin peptide / GST-AP2 beads, flow cytometry; AP2 beta2 appendage carries R879A mutation; inhibition, % at 10 µM;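 active = inhibition above a set limit, near 3 SD of compounds lacking own fluorescence, cut at about 54% in these data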;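 also: plate controls were DMSO wells for no effect and 5 µM unlabelled arrestin peptide for full effect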
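System: GST-AP2 R879A glutathione beads. Medium: PBS with 0.05% Tween 20 and 0.1% BSA. Also added: FITC-arrestin peptide, 50 nM. Incubation: 12 min plus 1 h, RT. Measured by: high-throughput flow cytometry of beads, ex 488, em 535 nm. Evaluation: percent drop in bead-associated FITC signal.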
phage Ecoli inh: E. coli growth loss with phage present | inhibition, % at 11.9 µM | growth absorbance | actives 0.26% (n = 360,000); in the data active = inhibition above about 11%
Tat export inh: E. coli Tat transport inhibition; E. coli MC4100 TorA-mCherry Tat export, fluorescence; inhibition, % at 10 µM; actives 0.036% (n = 340,000);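 active = mean replicate inhibition at least 50% and at least half of replicates individually reaching 50%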;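 also: exported cargo escapes ClpAP degradation while cytoplasmic cargo is degraded and loses fluorescence; 0% = median of neutral control wells and 100% = median of NaSCN control wells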
Starred values were filed as active, the others as inactive; / = no result given.

cpd	molecule	phage Ecoli inh	PfHsp90 set2	E coli growth	Pemphigus Ab inh	Arr AP2 block	MOR-DOR ag	Tat export inh	AddAB inh	PKA-R1A activ	MOR-DOR inv ag	SUMO Mot1 rescue
1	CCCCCc1ccc(S(=O)(=O)Nc2cc(C)ccn2)cc1	-0.1	9	1.1	115	7	-0.7	3	0.5	-12	4	419
2	O=S(=O)(NC1CCCCC1)c1ccc(N2CCOCC2)nc1	0.3	-8	1.2	114	5	-0.9	1	4.0	-12	5	-19
3	CN1CCN(S(=O)(=O)c2cccc(S(=O)(=O)c3ccc(Cl)cc3)c2)CC1	3.6	22	1.6	98	14	-2.1	5	4.5	-6	12	-8
4	CC(=O)c1cccc(CN2CCC(n3nccc3NC(=O)CCOc3ccccc3)CC2)c1	1.8	-6	-0.8	108	2	-1.9	-3	2.8	-4	10	-19
5	COc1cc(C2/C(=C(\O)c3ccc4c(c3)CC(C)O4)C(=O)C(=O)N2c2nnc(C)s2)cc(OC)c1OC (stereo unspecified)	2.0	7	-2.3	100	19	-1.4	-7	-0.6	2	7	2
6	O=C(Cn1c(COc2ccccc2)nc2ccccc21)Nc1cccc(Cl)c1	-0.7	-6	1.9	/	5	/	-1	2.5	-2	/	1
7	CC(C)Cc1nc(N2CCN(C(=O)c3ccco3)CC2)c(C#N)c2c1CCC2	0.6	-8	-0.8	92	1	-1.3	20	2.9	0	8	-6
8	CCCCn1c(N)c(N(CCOC)C(=O)COC(=O)CCOc2ccccc2)c(=O)[nH]c1=O	0.9	0	-1.6	108	1	-1.6	-1	-3.6	-4	10	32
9	Cc1ccccc1Nc1nc(N)nc(COC(=O)/C=C/c2ccco2)n1	1.6	-116	1.1	102	-4	-0.9	-1	1.9	-6	5	/
10	O=C1C2CCCCN2C(=O)N1CCCCN1CCN(c2ccccc2Oc2ccccc2)CC1 (stereo unspecified)	-0.5	11	-0.9	95	-7	0.5	4	4.5	0	-3	431*
11	Cc1cccc(NC(=O)c2cccc(N3C(=O)CCC3=O)c2)c1	-0.6	3	-0.7	108	-8	-3.9	-6	-0.6	-4	21	1
12	COc1cc(/C=C2\SC(=Nc3cccnc3)NC2=O)cc(OC)c1OC	1.5	/	-4.9	96	3	/	/	-0.9	/	/	15
13	Cn1cc(CN2CCC(n3nccc3NC(=O)Cc3ccccc3)CC2)cn1	2.8	-8	0.2	116	5	-0.5	-1	0.3	0	2	233
14	c1cncc(-c2nn[nH]n2)c1	0.0	/	-2.3	100	12	-0.6	5	1.8	-11	4	8
15	COC(=O)[C@H](Cc1ccc(O)cc1)NC(=O)Cn1ccc(NC(=O)OCc2ccccc2)nc1=O	1.9	-4	0.4	100	-3	0.1	-7	-0.1	6	-1	-15
16	COc1cc(OC)cc(C(=O)NNC(=O)Cc2cccs2)c1	3.9	-11	-1.0	/	-3	1.9	2	-0.7	11	-8	-5
17	COc1cccc(/C(O)=C2/C(=O)C(=O)N(CCN(C)C)C2c2ccccn2)c1 (stereo unspecified)	0.5	20	0.1	97	10	0.6	-2	3.4	1	-3	-11
18	OC(CN1CCc2ccccc2C1)c1ccccc1 (stereo unspecified)	3.3	19	4.5	94	-5	-1.7	4	4.7	-2	9	8
19	CC(=O)c1ccc(Sc2ccccc2N)c([N+](=O)[O-])c1	2.1	-17	-0.7	91	6	/	-4	0.1	/	/	-17
20	COc1ccc(C2C(C#N)=C(/N=C/N3CCN(C)CC3)OC3=C2C(=O)CC(C)(C)C3)cc1 (stereo unspecified)	2.7	-2	-0.9	108	-28	-2.3	-2	-0.2	-4	11	-10
21	O=C(c1cc2ccccc2o1)N1CCN(c2ccccn2)CC1	3.3	-8	-0.4	105	59*	-3.2	-2	4.5	-3	17	-14
22	CC(C)NC(=O)c1ccccc1NC(=O)/C=C/c1cccc([N+](=O)[O-])c1	1.3	13	3.4	96	-8	-2.9	11	3.5	-5	17	-25
23	O=C(O)COc1ccccc1/C=N/NC(=O)c1ccc2c(c1)OCCO2	-1.1	5	-1.4	/	34	-0.8	-5	4.4	4	4	-3
24	CC(=O)N(C)c1ccc(NC(=O)COc2ccc(Br)cc2C)cc1	6.5	17	1.0	98	13	-1.1	-7	0.7	11	6	-1
25	O=C(COC(=O)Cc1ccccc1[N+](=O)[O-])NC1CCCC1	4.7	2	0.9	147	2	0.2	6	-0.8	-4	-1	-14
26	CC12CCC(C(=O)NNc3ccc([N+](=O)[O-])cc3)(OC1=O)C2(C)C (stereo unspecified)	1.9	0	-1.3	/	8	-3.1	2	0.4	0	16	18
27	O=C(NC1CCCCC1)C(c1cccs1)N(C(=O)C(F)(F)F)c1ccccc1 (stereo unspecified)	1.2	-15	0.4	102	-1	7.8	-14	0.1	6	-45	9
28	O=C(CC1(O)C(=O)N(CCc2ccccc2)c2ccccc21)c1ccccn1 (stereo unspecified)	3.4	-15	3.4	104	13	-1.4	4	0.8	-6	7	/
29	COc1ccc(-c2noc(N3CCC(C(=O)N(C)c4ccccc4)CC3)n2)cc1	1.1	2	2.4	104	25	-0.9	1	1.9	-18	6	5
30	Cc1nc2sc(C(c3ccc(Br)cc3)N3CC(C)OC(C)C3)c(O)n2n1 (stereo unspecified)	2.3	14	1.2	102	-7	-1.7	-4	2.0	-12	10	5

The last two compounds of the section above open the next one:
cpd	molecule	phage Ecoli inh	PfHsp90 set2	E coli growth	Pemphigus Ab inh	Arr AP2 block	MOR-DOR ag	Tat export inh	AddAB inh	PKA-R1A activ	MOR-DOR inv ag	SUMO Mot1 rescue
29	COc1ccc(-c2noc(N3CCC(C(=O)N(C)c4ccccc4)CC3)n2)cc1	1.1	2	2.4	104	25	-0.9	1	1.9	-18	6	5
30	Cc1nc2sc(C(c3ccc(Br)cc3)N3CC(C)OC(C)C3)c(O)n2n1 (stereo unspecified)	2.3	14	1.2	102	-7	-1.7	-4	2.0	-12	10	5
31	CCCCc1nc2cc(C(=O)N3CCCCC3CC(=O)OCC)ccc2o1 (stereo unspecified)	-2.0	-3	1.4	100	-6	-1.5	4	3.1	-5	10	86
32	CC(C(=O)NCc1ccco1)n1ccc2cc(S(=O)(=O)N3CCCC3)ccc21 (stereo unspecified)	0.8	9	2.3	91	-7	-2.1	-2	0.8	-2	11	-10
33	Cc1ccc(NC2=CC(=O)CC(C)(C)C2)cc1C	4.3	/	0.6	101	7	-3.0	7	0.5	-1	15	14
34	COc1ccc(Cl)cc1NC(=O)CSc1nc(C)cc(C)n1	2.6	2	2.0	99	-1	0.1	-3	-0.2	-8	-1	-7
35	O=C(NNC(=O)c1ccccc1Cl)c1ccc2c(=O)n3c(nc2c1)CCC3	3.5	12	0.3	/	-11	-2.7	-1	-1.3	-7	11	-4
36	CCSc1nnc(NC(=O)CSc2nnc(-c3c[nH]c4ccccc34)n2CC)s1	3.6	1	-1.3	102	-2	-0.1	-4	-2.6	-8	1	-1
37	NS(=O)(=O)c1ccc(CNC(=S)NC2CCCC2)cc1	3.4	14	1.4	97	12	-0.2	5	0.6	-5	1	4
38	COc1ccccc1CNC(=O)CCCN1C(=O)COc2ccc(C)cc21	1.5	2	-1.7	109	-3	-1.4	-1	0.4	12	8	-10
39	O=C(Nc1cccc(Cl)c1Cl)C1CCN(C(=O)c2cccs2)CC1	2.3	2	-0.1	91	0	0.9	-7	2.6	5	-8	36
40	CCOc1ccccc1C1CC(=O)NC(SCC(=O)Nc2nccs2)=C1C#N (stereo unspecified)	0.1	3	2.5	112	-2	-0.8	-7	-0.6	4	4	1
41	O=C1C2C3C=CC([C@@H]2C(=O)N1C1CC1)[C@H]1C(=O)N(C2CC2)C(=O)C31 (stereo partly specified)	2.2	-6	-0.7	91	5	-0.3	9	-1.2	-1	2	-10
42	O=C(/C=C/c1ccc(S(=O)(=O)N2CCOCC2)cc1)NCc1ccccc1	1.8	-9	1.5	108	6	-0.3	20	-0.8	-13	2	-2
43	CCCCS(=O)CC(COc1ccc(Cl)cc1)OC(=O)c1ccccc1 (stereo unspecified)	2.2	-21	-1.8	103	-4	3.4	22	-1.8	0	-20	-1
44	NC(=O)c1nsc(C(=O)N(Cc2ccco2)C(C(=O)NC2CCCC2)c2ccc(O)cc2)c1N (stereo unspecified)	0.1	-3	/	113	-8	2.0	0	/	-3	-14	/
45	COC(=O)c1cc(OC)c(OC)cc1NC(=O)c1ccc(C)cc1	3.3	-9	0.4	106	7	-1.6	0	1.9	-9	8	/
46	COc1ccc(C(CNC(=O)Cc2ccccc2F)N2CCCCC2)cc1 (stereo unspecified)	2.9	-1	-0.8	102	33	-0.4	6	7.1	-13	2	-8
47	COc1ccc(C2C(C#N)=C(SC)NC3=C2C(=O)CC(C)(C)C3)cc1 (stereo unspecified)	0.2	/	-2.5	94	-11	-2.7	1	-1.3	-3	14	5
48	CCCC(=O)c1cc2c(cc1NC(=O)CC)OCCO2	2.9	/	2.8	88	-9	-1.7	-3	1.2	-10	11	11
49	CCCCOC(=O)CCn1[nH]c(=O)c2ccccc2c1=O	1.9	-21	0.2	95	7	0.1	-1	1.1	-12	0	-19
50	CN1CCN(c2ccc(NC(=O)c3ccc(C#N)cc3F)cc2Cl)CC1	1.2	/	1.3	121	-15	1.9	5	1.4	-8	-9	-1
51	Nc1nc(=O)n(C2CCCO2)cc1Br (stereo unspecified)	2.0	7	/	92	1	-1.1	15	/	9	5	/
